Source: PubChem BioAssay
ARNT-TACC3 inh = disrupts binding between human ARNT and TACC3; AlphaScreen His-ARNT PAS-B/GST-TACC3 binding, luminescence; TACC3 fragment carries E629A point mutation; inhibition, % at 9.99 µM; 390,000 compounds, 0.66% hits; Q9Y6A5;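 active = mean inhibition of replicates at least 50% and at least half of replicates each reaching 50%; inconclusive = half or more replicates reach 50% but mean below 50%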;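 also: 0% = complete ARNT plus TACC3 wells and 100% = ARNT alone without TACC3; many hits fall short of the cut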
ERp5 block = blocks human ERp5 reductase activity on insulin; Q15084; ERp5 insulin aggregation, absorbance 650 nm, 90 min; inhibition, % at 9.99 µM; 350,000 compounds, 0.05% hits;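 active = mean replicate inhibition above about 25%, with every replicate also reaching it, limit read from the data, passing the limit was not always enough; inconclusive = only one of those two criteria met; inactive = neither criterion met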
Target sequence (Q15084 whole entry, looked up): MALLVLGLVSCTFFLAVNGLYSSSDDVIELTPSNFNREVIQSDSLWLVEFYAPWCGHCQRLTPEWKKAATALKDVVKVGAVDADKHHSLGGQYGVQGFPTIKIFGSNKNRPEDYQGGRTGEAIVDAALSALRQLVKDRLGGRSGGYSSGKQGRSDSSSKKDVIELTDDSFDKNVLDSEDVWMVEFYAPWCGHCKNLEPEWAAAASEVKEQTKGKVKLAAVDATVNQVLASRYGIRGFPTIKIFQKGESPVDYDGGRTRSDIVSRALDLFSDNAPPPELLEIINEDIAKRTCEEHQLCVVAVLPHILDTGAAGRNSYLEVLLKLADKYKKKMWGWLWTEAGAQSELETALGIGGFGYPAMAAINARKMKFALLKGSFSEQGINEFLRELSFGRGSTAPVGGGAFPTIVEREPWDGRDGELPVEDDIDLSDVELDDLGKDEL
DENV2 CPE = DENV2-induced cell death inhibition; DENV2-infected cells, cytopathic effect rescue, plate reader; CPE inhibition, % at 9.99 µM; 350,000 compounds, 1.7% hits; AID 651640; in the data active = CPE inhibition above about 20%, passing the limit was not always enough; inconclusive = no clear call, values can overlap the other calls; tested in BHK-21 cells;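 also: 0% = median of neutral control wells and 100% = median of positive control wells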
GSIS activator = primary screen for activators of insulin secretion dependent on glucose, INS-1E cells, GLuc reporter luminescence; INS-1E GLuc reporter insulin secretion, 2-3 h; activation, % at 16.6 µM; 370,000 compounds, 0.61% hits; AID 743287;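 active = lowest replicate activation of at least 40%, so every replicate reaches that level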;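 also: 0% = median of neutral control wells and 100% = median of IBMX positive control wells; some compounds called inactive have numbers as strong as hits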
XiGFP reactiv = X-chromosome reactivation activator. 360,000 compounds, 0.055% hits. activation, % at 7.58 µM. XiGFP mouse fibroblasts, % GFP-positive cells imaging, 3 d; cells co-treated with 5-aza-dC sensitizer; scaled so ellipticine positive control = 100%;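 active = mean normalized replicate activation at least 10% and every replicate at or above 10%; inconclusive = only one of the two criteria met; inactive = mean below 10% and not all replicates reach 10%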;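 also: 0% = median of on-plate neutral control wells and 100% = ellipticine 6 µM median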
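Material: SV40-immortalized XiGFP fibroblast cells, line 68-5-11 | Buffer or medium: DMEM containing 5-aza-dC | Dosing: One concentration, pinned | Times: 3 d treatment, 15 min room-temperature fixation | Controls: Ellipticine 6 µM positive control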
PAX8 reporter = lowers PAX8-driven luciferase in RMG-I cells; RMG-I TPO-luciferase reporter, SteadyGlo, 24 h; inhibition, % at 12.6 µM; 360,000 compounds, 1.2% hits;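 active = mean replicate inhibition at least 60% with every replicate also reaching 60%; inconclusive = only one of the two criteria is met; inactive = mean below 60% and not all replicates reaching 60%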;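 also: luciferase light reporting Pax8 driven TPO promoter activity; plate controls were median of neutral control wells for no effect and mitoxantrone controls for full effect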
F508del corr = CFTR F508del correction in bronchial cells; CFBE cells, YFP halide quenching; stimulated with forskolin plus potentiator P3; % fluorescence drop versus neutral controls; activity (quench increase), % at 7.58 µM; 350,000 compounds, 0.36% hits;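 active = mean added fluorescence quench of at least 8% versus neutral control, with both replicates also reaching 8%; inconclusive = only one of the mean or replicate conditions met; inactive = mean below 8% and not both replicates reaching 8%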;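 also: cells transiently co-express mutant CFTR-F508del with the halide-sensitive YFP; corrector assay measuring rescue of mutant channel to the surface after 24 h compound exposure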
EWS-Fli inh = blocks EWS/Fli oncoprotein-driven transcription; inhibition, % at 12.6 µM; 350,000 compounds, 0.67% hits; AID 651661; A673 NR0B1-luciferase reporter, viability-normalised;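 active = mean inhibition of at least 50% after viability correction, with every replicate also passing that limit; inconclusive = mean reaches 50% but only one of two replicates passes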;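 also: firefly luciferase signal divided by Alamar Blue viability fluorescence both relative to DMSO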
Numbers without * were called inactive; u = inconclusive; x = not tested or not shown; & = joins results of further samples.

SMILES	ARNT-TACC3 inh	ERp5 block	DENV2 CPE	GSIS activator	XiGFP reactiv	PAX8 reporter	F508del corr	EWS-Fli inh
O=C(c1nnc(Cc2ccc(Cl)cc2)o1)N1CCc2ccccc2C1	-10	-3	-6	-10	0.3	6	-0.6	2
C/C=C\C=C\C(=O)N1CC2(CC(c3cccc(NC(=O)/C(C)=C\C)c3)=NO2)C[C@H]1C(N)=O (stereo partly drawn)	-3	-2	12	-2	0.0	-8	-1.1	-7
Cc1ccc(CC(=O)Nc2nccs2)cc1	-4	1	-5	17	0.1	11	0.0	2
O=C(CCN1C(=O)c2ccccc2C1=O)Nc1ccc(-c2nc3ccccc3s2)cc1	-7	-5	5	x	-0.1	-111	x	-3
Cc1ccc(C(=O)NC(C)c2ccc(S(N)(=O)=O)cc2)s1 (stereo not drawn)	-9	2	1	19	0.2	-9	4.6	-5
COc1ccc(C)cc1NC(=O)C(OC(=O)C1=NNC(=O)CC1)c1ccccc1 (stereo not drawn)	-20	1	11	-3	0.0	0	-0.1	-1
CCOc1ccc(/C(O)=C2/C(=O)C(=O)N(c3ccccn3)C2c2ccc(C)cc2)c(C)c1 (stereo not drawn)	-3	-1	4	12	0.1	-30	-1.7	12
O=C(NC1CCN(Cc2ccccc2)CC1)c1c(Cl)cccc1Cl	-12	3	5	8	0.2	-3	1.5	2
CCC1=Nc2cc(C(=O)NCCN3CCOCC3)ccc2Sc2ccccc21	1	4	-3	-4	0.0	29	2.7	x
COc1ccc(N2C(=O)C3CCCN3C2c2cccc(C)c2)cc1 (stereo not drawn)	-11	2	2	9	0.2	-13	-2.4	-4
CN(CCO)c1cccc2c1S(=O)(=O)N[C@@H](Cc1ccccc1)CO2	x	-5	-4	-5	0.1	-15	2.4	-1
CC(OC(=O)c1ccc(S(=O)(=O)N(C)C)cc1)C(=O)Nc1ccc(Cl)cn1 (stereo not drawn)	6	-2	u	6	0.0	6	0.7	7
Cc1ccc(CSCCNC(=O)c2ccccc2)cc1	-3	2	0	x	0.5	-4	x	-7
COc1ccc(CN(C)C[C@@H]2OCCCC[C@H](C)Oc3ccc(NC(=O)NC4CCCCC4)cc3C(=O)N([C@@H](C)CO)C[C@H]2C)cc1	3	-2	2	-13	0.1	x	1.2	-6
C[C@H](CO)N1C[C@H](C)[C@@H](CN(C)S(=O)(=O)c2ccc(F)cc2)OCCCC[C@H](C)Oc2ccc(NS(=O)(=O)c3cccs3)cc2C1=O	18	-11	-1	-12	-0.1	44	-0.3	-4
Cc1ccc(NC(=O)C2CCCN(C(=O)c3ccc(Cl)cc3)C2)cc1C (stereo not drawn)	0	4	3	-23	0.3	-104	1.6	-137
CCCC(C)(C)C(=O)N1CCC1(C)C(=O)Nc1ccc(OC)c(OC)c1 (stereo not drawn)	x	-3	3	-5	0.0	6	2.7	-2
CCOC(=O)C1(Cc2ccccc2)CCN(Cc2cccn2-c2nccs2)CC1	22	-4	-4	-8	0.1	1	1.6	5
NC(=O)C1CCN(c2oc(/C=C/c3ccccc3)nc2S(=O)(=O)c2ccccc2)CC1	2	2	-1	13	0.0	-3	1.6	x
COc1cccc(C#Cc2ccc3c(c2)O[C@@H](CN(C)C)[C@H](C)CN([C@@H](C)CO)S3(=O)=O)c1	16	1	1	-22	-2.0	32	-1.9	19
C[C@@H]1CN([C@@H](C)CO)C(=O)c2cc(NS(C)(=O)=O)ccc2O[C@H]1CN(C)Cc1ccc(-c2ccccc2)cc1	4	3	32*	-2	0.5	3	0.3	6
CC1CCCCC1NC(=O)COC(=O)c1ccc2ccccc2n1 (stereo not drawn)	-3	1	6	2	0.0	9	-1.5	6
CC(C)N1CCN(c2ccc(S(=O)(=O)N3CCOCC3)cn2)CC1	7	6	-3	15	0.1	6	1.2	x
O=C(O)CC(NC(=O)c1sc2ccccc2c1Cl)c1ccc(OC2CCCC2)cc1 (stereo not drawn)	-17	-2	-3	-4	0.0	1	3.4	0
COc1ccc2c3c([nH]c2c1)[C@H](CO)N(C(=O)Nc1ccc(F)cc1)CC31CN(C(=O)Nc2ccccc2)C1	x	6	-6	-11	0.3	13	-0.3	-7

A stretch taken from the entries so far, as a working copy:
SMILES	ARNT-TACC3 inh	ERp5 block	DENV2 CPE	GSIS activator	XiGFP reactiv	PAX8 reporter	F508del corr	EWS-Fli inh
COc1ccc(N2C(=O)C3CCCN3C2c2cccc(C)c2)cc1 (stereo not drawn)	-11	2	2	9	0.2	-13	-2.4	-4
CN(CCO)c1cccc2c1S(=O)(=O)N[C@@H](Cc1ccccc1)CO2	x	-5	-4	-5	0.1	-15	2.4	-1
CC(OC(=O)c1ccc(S(=O)(=O)N(C)C)cc1)C(=O)Nc1ccc(Cl)cn1 (stereo not drawn)	6	-2	u	6	0.0	6	0.7	7
Cc1ccc(CSCCNC(=O)c2ccccc2)cc1	-3	2	0	x	0.5	-4	x	-7
COc1ccc(CN(C)C[C@@H]2OCCCC[C@H](C)Oc3ccc(NC(=O)NC4CCCCC4)cc3C(=O)N([C@@H](C)CO)C[C@H]2C)cc1	3	-2	2	-13	0.1	x	1.2	-6
C[C@H](CO)N1C[C@H](C)[C@@H](CN(C)S(=O)(=O)c2ccc(F)cc2)OCCCC[C@H](C)Oc2ccc(NS(=O)(=O)c3cccs3)cc2C1=O	18	-11	-1	-12	-0.1	44	-0.3	-4
Cc1ccc(NC(=O)C2CCCN(C(=O)c3ccc(Cl)cc3)C2)cc1C (stereo not drawn)	0	4	3	-23	0.3	-104	1.6	-137
CCCC(C)(C)C(=O)N1CCC1(C)C(=O)Nc1ccc(OC)c(OC)c1 (stereo not drawn)	x	-3	3	-5	0.0	6	2.7	-2
CCOC(=O)C1(Cc2ccccc2)CCN(Cc2cccn2-c2nccs2)CC1	22	-4	-4	-8	0.1	1	1.6	5
NC(=O)C1CCN(c2oc(/C=C/c3ccccc3)nc2S(=O)(=O)c2ccccc2)CC1	2	2	-1	13	0.0	-3	1.6	x
COc1cccc(C#Cc2ccc3c(c2)O[C@@H](CN(C)C)[C@H](C)CN([C@@H](C)CO)S3(=O)=O)c1	16	1	1	-22	-2.0	32	-1.9	19
C[C@@H]1CN([C@@H](C)CO)C(=O)c2cc(NS(C)(=O)=O)ccc2O[C@H]1CN(C)Cc1ccc(-c2ccccc2)cc1	4	3	32*	-2	0.5	3	0.3	6
CC1CCCCC1NC(=O)COC(=O)c1ccc2ccccc2n1 (stereo not drawn)	-3	1	6	2	0.0	9	-1.5	6
CC(C)N1CCN(c2ccc(S(=O)(=O)N3CCOCC3)cn2)CC1	7	6	-3	15	0.1	6	1.2	x
O=C(O)CC(NC(=O)c1sc2ccccc2c1Cl)c1ccc(OC2CCCC2)cc1 (stereo not drawn)	-17	-2	-3	-4	0.0	1	3.4	0
COc1ccc2c3c([nH]c2c1)[C@H](CO)N(C(=O)Nc1ccc(F)cc1)CC31CN(C(=O)Nc2ccccc2)C1	x	6	-6	-11	0.3	13	-0.3	-7

(listing goes on)
SMILES	ARNT-TACC3 inh	ERp5 block	DENV2 CPE	GSIS activator	XiGFP reactiv	PAX8 reporter	F508del corr	EWS-Fli inh
Cc1noc(C)c1S(=O)(=O)N(C)C[C@@H]1Oc2ccc(NC(=O)Cc3cn(C)c4ccccc34)cc2CC(=O)N([C@@H](C)CO)C[C@H]1C	19	-11	-1	-5	-0.6	x	0.3	3
Cc1csc(NC(=O)Cc2c(F)cccc2Cl)n1	0	4	-4	10	0.2	-160	-4.1	-104
COc1ccc(-c2csc(C(C)(O)c3cccc(F)c3)n2)cc1OC (stereo not drawn)	x	2	7	24	0.0	-8	0.2	-6
O=C(O)c1ccccc1NN=C1CCCCC1	1	x	x	6	0.0	-39	1.1	-19
O=C(NCCN1CCCC1)[C@@H]1[C@@H](CO)[C@@H]2Cn3c(cccc3=O)[C@@H]2N1C(=O)c1ccccc1	0	-2	u	0	0.2	-1	-0.7	8
CN1CCN(C(=O)C2=C[C@@H](c3csc4ccccc34)C[C@@H](OCc3ccc(CO)cc3)O2)CC1	7	-1	-5	-2	-0.6	-1	2.1	14
COc1ccccc1/C=C1\CCC(C2CCCC2)C1=O (stereo not drawn)	x	4	-2	x	0.0	-53	2.7	-88
O=S(=O)(c1ccc(F)cc1)N1CCN(C(=S)NC2CC2)CC1	-4	-2	10	3	0.3	-15	0.1	3
Cc1cc(C)c(CN2CCN(CCCn3cnc(C(=O)Nc4ccc(C)c(C)c4)n3)CC2)c(C)c1	6	6	10	41	0.1	40	1.4	12
O=C(CC(=O)Nc1ccccc1C(=O)O)NNC(=O)Cc1ccccc1	2	8	u	19	-0.1	0	0.8	5
NS(=O)(=O)c1ccc(CCNC(=O)C2CCN(S(=O)(=O)c3ccccc3)CC2)cc1	3	-3	-1	-16	0.1	1	2.8	3
Cc1ccccc1-c1ccc(C2[C@H]3CNC[C@@H]2N3Cc2ccc3c(c2)OCO3)cc1 (stereo partly drawn)	x	x	8&9	-14&-3	0.0&0.2	-4&8	1.0&-2.8	36&-3
O=C(c1ccc(C(F)(F)F)cc1)N1CCC(=O)N(C(COCc2ccc(C(F)(F)F)cc2)Cc2ccccc2)CC1 (stereo not drawn)	-5	6	-1	-30	0.1	28	5.7	25
COc1ccccc1NC(=S)N1CC(C)OC(C)C1 (stereo not drawn)	33	1	2	5	0.1	-6	-2.4	-2
CCOC(=O)C1=C[C@@H](C2CCCCC2)N(S(=O)(=O)c2ccc([N+](=O)[O-])cc2)[C@H]1c1ccccc1	x	-1	-1	-6	0.2	25	1.4	15
CS/C(=N\S(=O)(=O)c1ccc(Cl)cc1)c1ccccc1	-6	-3	x	-10	x	x	1.5	-2
COc1ccc2c3c([nH]c2c1)[C@@H](CO)NCC31CCN(C(=O)C2CCOCC2)CC1	x	3	-4	2	0.0	x	0.1	-15
NC(=O)c1ccc(N=C2C(=O)Nc3ccc([N+](=O)[O-])cc32)cc1	24	3	-2	4	0.1	-6	-0.8	-18
Cc1cc(C)c(S(=O)(=O)Nc2nnc(CC(C)C)s2)c(C)c1	-14	3	1	x	0.0	-19	1.4	-3
NC1=C(O)C(=O)C(c2ccccc2)O1 (stereo not drawn)	3	0	-2	43	0.2	19	-0.1	15
COc1ccc(NC(=O)N(C)C[C@H]2OCc3ccccc3-c3ccccc3C(=O)N([C@@H](C)CO)C[C@H]2C)cc1	6	-1	10	15	-0.3	x	-1.2	-6
CCOC(=O)C1=C(N)n2c(s/c(=C\c3ccncc3)c2=O)=C(C(=O)OCC)C1c1ccncc1 (stereo not drawn)	x	-6	-3	6	0.0	22	0.0	28
O=C(NNC(=O)c1c(F)cccc1F)c1ccccc1OC(F)(F)F	8	5	-1	0	0.2	7	-0.4	-1
CC(=O)Nc1c(-c2ccc(F)cc2)nc2ccccn12	24	1	-9	3	0.2	-1	1.7	-4
CC1(C)C(=O)Nc2ccccc2N1C(=O)COC(=O)c1cccs1	-4	3	2	0	0.0	-10	-0.1	-6
O=c1[nH]c2ccc(S(=O)(=O)Nc3ccc(Cl)cc3)cc2o1	x	0	4	-8	0.1	4	0.4	x
Cc1ccsc1CN(C)CC(=O)NCC(=O)Nc1ccc(F)cc1	-45	2	-8	x	0.2	-141	-0.7	-39
